# Source: PubChem BioAssay
# GAA inh: alpha-glucosidase (human) inhibition. Potency, µM (series often up to 76.9 µM), for the others: at the highest dose activity change, negative = inhibition, most hits filed as inhibitors. AID 1466. purified human GAA, 4-MU-alpha-glucoside fluorescence. P10253. hit rate 0.005% among 200,000;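 further: plate controls were uninhibited enzyme wells for no effect and no-enzyme background for full effect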
#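 Enzyme (4 nM final) mixed with compound (up to 77 uM), then 4-MU-alpha-D-pyranoside (400 uM final) added; 20 min at room temperature, pH 5.0. Reaction stopped at pH 10, fluorescence read, AC50 derived by Hill fit.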
# aGal spleen mod: inhibitors or activators of human alpha-galactosidase in spleen homogenate | Potency, µM (top dose mostly 80 µM), for inactives: at the top dose activity change, negative = inhibition, usual class: inhibitors | AID 2107 | hit rate 0.008% among 240,000 | human spleen homogenate, 4MU-alpha-Gal fluorescence, 40 min | P06280;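 further: 0% = enzyme with vehicle and -100% = no enzyme basal signal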
# Target sequence (P06280 32-429 limits assumed): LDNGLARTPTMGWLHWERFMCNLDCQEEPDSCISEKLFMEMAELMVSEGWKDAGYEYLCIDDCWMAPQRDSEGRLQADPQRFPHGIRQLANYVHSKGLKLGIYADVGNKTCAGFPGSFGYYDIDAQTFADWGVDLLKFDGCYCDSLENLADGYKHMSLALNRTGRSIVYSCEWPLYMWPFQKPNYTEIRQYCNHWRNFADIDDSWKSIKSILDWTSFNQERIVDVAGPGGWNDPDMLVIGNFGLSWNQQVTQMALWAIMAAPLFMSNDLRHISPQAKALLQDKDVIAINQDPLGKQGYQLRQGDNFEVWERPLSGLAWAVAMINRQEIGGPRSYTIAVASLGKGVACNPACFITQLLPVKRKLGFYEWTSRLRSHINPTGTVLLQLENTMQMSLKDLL
#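 qHTS titration in buffer at pH 5.0. Alpha-galactosidase activity in spleen homogenate was measured via 4-methylumbelliferone release from 1 mM fluorogenic substrate after 40 min at 37C and a pH 10 stop. AC50 came from Hill fits of control-normalized data.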
# GAA glycogen: alters human alpha-glucosidase cleavage of glycogen | hit rate 0.38% among 300,000 | AID 2100 | P10253 | recombinant GAA, glycogen substrate, Amplex Red glucose oxidase fluorescence | Potency, µM (doses to about 76.4 µM), for inactives: at the top dose activity change, negative = inhibition, usual class: inhibitors;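 further: 0% = full enzyme reaction and -100% = no-enzyme basal signal; the screen sought inhibitors and activators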
#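 Natural-substrate format: glycogen cleavage by 4 nM human enzyme, glucose read by Amplex Red coupling (Ex 573, Em 610 nm). Normalized to enzyme and no-enzyme controls.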
# Tau fibril FP: tau fibrillization inhibition (FP) | AID 1468 | K18 P301L tau heparin fibrillization, Alexa594 FP, 6 h | Potency, µM (top dose mostly 57.7 µM), for the others: at the top dose activity, negative = inhibition, most hits filed as inhibitors | hit rate 0.39% among 280,000 | P10636; further: on the % scale 0 is the no-effect control and ±100 the full control effect; nearly all actives have a fitted effect of over 55% in size
# Target sequence (P10636 561-689 P618L limits assumed): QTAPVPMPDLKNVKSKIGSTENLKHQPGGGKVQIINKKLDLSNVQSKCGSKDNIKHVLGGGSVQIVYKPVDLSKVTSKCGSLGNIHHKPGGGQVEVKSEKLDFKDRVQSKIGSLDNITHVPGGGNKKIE
#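 K18 P301L tau (15 uM unlabeled/0.24 uM Alexa 594-labeled, final) + compound + heparin 20 uM final; 100 mM NaOAc pH 7; 6 hr 37 C; ThT 30 uM final added, 1 hr RT; FP ex 555/em 632 nm.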
# Tau ThT inhib: tau fibrillization inhibition (ThT binding). recombinant tau K18 P301L, heparin-induced fibrillization, ThT fluorescence. Potency, µM (highest dose often 57.4 µM), without a hit: at the highest dose activity, negative = inhibition, usual class: inhibitors. hit rate 2.1% among 270,000; further: on the % scale 0 is the no-effect control and ±100 the full control effect; nearly all actives have a fitted effect of over 55% in size
#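 Heparin-induced (20 uM) aggregation of recombinant human K18 P301L tau, 15 uM unlabeled with 0.24 uM labeled, pH 7 acetate buffer, 6 hr at 37 C with compound. Fibrils quantified by 30 uM ThT fluorescence after 1 hr ambient incubation.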
# GAA spleen mod: inhibits or activates alpha-glucosidase in human spleen homogenate. human spleen homogenate, 4-MU-alpha-glucoside fluorescence. Potency, µM (series often up to 79.9 µM), for the others: at the highest dose activity change, negative = inhibition, most hits filed as inhibitors. P10253. hit rate 0.006% among 240,000. AID 2112;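 further: 0% = enzyme with vehicle and -100% = no enzyme basal signal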
#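 AC50 values come from Hill-equation fits of concentration-response data, normalized to no-enzyme and full-activity controls. Enzyme source: 1 ug human spleen homogenate; 1 mM fluorogenic 4-MU glucoside, pH 5.0 citrate buffer, 37 C, 40 min.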
# HTT ATP protect: Huntington cell model cytoprotection by ATP luminescence | hit rate 0.14% among 230,000 | Potency, µM (series often up to 56.4 µM), for the others: cytoprotection (ATP increase), hits mostly activators | PC12 HTT-Q103 induced, cytoprotection, ATP luminescence, 40 h;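 further: % of control where 0% means no effect; nearly all actives have a fitted effect of over 45% in size; toxic huntingtin expression switched on by the ecdysone agonist tebufenozide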
#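 Huntington model: PC12 line, ecdysone-inducible HTTQ103 exon1–GFP, tebufenozide 100 nM. Test articles in a dose series. Endpoint luminescence from cellular ATP.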
# Tau fluor counter: counter-screen for tau fibril formation inhibitors; tau K18 P301L Alexa594 fluorescence, heparin fibrillization; Potency, µM (highest dose often 57.7 µM), inactives show at the highest dose activity change, negative = decrease; hit rate 0.93% among 280,000; AID 1463; further: on the % scale 0 is the no-effect control and ±100 the full control effect; nearly all actives have a fitted effect of over 55% in size
#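 Human tau K18 P301L (15 uM unlabeled, 0.24 uM Alexa 594-labeled) in 100 mM sodium acetate pH 7 with 20 uM heparin, 6 hr at 37 C. ThT 30 uM added, 1 hr ambient; Alexa 594 FP and total fluorescence read at 555/632 nm.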
# * = called active by the depositor; u = inconclusive; x = not tested or not shown; & = joins results of further samples; [ ] = remark or other dose. The call rests on the fitted dose curve; in most records, active means well fitted curve in the direction sought with a large enough effect; inconclusive means small, poorly fitted or top-dose-only effect, or another doubt; inactive means no such curve, though single readings can be large; an effect the other way counts as inactive or inconclusive. Potency means the concentration at half of the fitted maximal effect.
# Values run as follows: GAA inh | aGal spleen mod | GAA glycogen | Tau fibril FP | Tau ThT inhib | GAA spleen mod | HTT ATP protect | Tau fluor counter
> O=C(c1ccc(OC2CCN(Cc3ccccn3)CC2)cc1)N1CCCCO1
 : x | 1% | 0% | -2% | -7% | -4% | -6%[10 µM] | -4%
> O=C1c2ccccc2C(=O)N1CCSc1ncn[nH]1
 : 1% | 0% | 5% | 2% | 5% | 4% | 8%[1.9 µM] | -3%
> Cc1ccc(OCC(=O)Nc2c(C(=O)c3ccc(Cl)cc3)oc3ccccc23)cc1C
 : x | x | -2%[76.3 µM] | 2% | 1% | x | x | -7%
> Cc1cc(=O)[nH]c2cc(O)ccc12
 : u | u | 7% | -4% | -2% | u | -14%[10 µM] | 1%
> COc1ccc(-c2cc(=O)[nH][nH]2)cc1
 : -14% | -2% | 12% | u | 2.2µM* | 0% | 27%[10 µM] | -27%
> O=C(COC(=O)c1ccccc1Br)NCCC1=CCCCC1
 : -1% | -8% | -4% | 4% | -11% | -1% | -1% | -7%
> O=C(C1=C(O)C(=O)N(c2ncccn2)C1c1cccc(Cl)c1)c1ccco1 (stereo not drawn)
 : -1% | 2% | 4% | -5% | u | -3% | 13% | -8%
> Cc1cc(-c2ccccc2)cc(-c2ccccc2)[n+]1C
 : -2% | -8% | 3% | 0% | -4% | -11% | 4%[10 µM] | 9%
> Cc1cc(C(=O)N/N=C/c2cccs2)no1
 : 2% | -3% | -4% | -6% | 1% | -4% | x | -3%
> COc1ccc(C2CC(c3ccccc3)=NN2C(=O)COC(=O)c2cc(S(=O)(=O)N3CCOCC3)ccc2F)cc1 (stereo not drawn)
 : -13% | 6% | 2% | 4% | -3% | 2% | x | -7%
> Cc1cccn2c(=O)c(/C=C(\C#N)C(=O)NCc3ccccc3)c(N3CCC(C(N)=O)CC3)nc12
 : x | u | 4% | u | -14% | 4% | -10%[10 µM] | -27%
> CS(=O)(=O)c1ccc2nc(NC3(C(F)(F)F)N=C4SCCN4C3=O)sc2c1 (stereo not drawn)
 : -4% | 9% | 15% | 4% | -6% | 8% | -10%[0.074 µM] | -6%
> Cc1cc(C)cc(NCc2cc3c(cc2[N+](=O)[O-])OCO3)c1
 : -1% | 0% | -9% | 14% | u | -7% | -12% | u
> COc1ccc(/C=N/NC(=O)CC(=O)NC2CCCCC2)cc1
 : -7% | -7% | 7% | -2% | -6% | x | -22% | -5%
> Cc1ccc(Nc2nc(C)c(CCC(C)C)c(=O)[nH]2)cc1
 : -4% | 7% | 1% | -8% | -7% | 2% | -32% | u
> Cc1ccc(C2CC(c3ccccc3)=NN2C(=O)CSc2nnc(-c3ccncc3)n2C)o1 (stereo not drawn)
 : 0% | 8% | 5% | 11% | -11% | 2% | 23%[10 µM] | -6%
> CC1(C)CC(=O)C2=C(C1)N(Cc1cccnc1)C(=O)C2(NC(=O)c1cccnc1)C(F)(F)F (stereo not drawn)
 : 2% | -4% | 4% | -4% | 2% | -14% | -14% | -3%
> Cc1cc(Cl)ccc1Oc1cccc(C(=O)/C(C#N)=C/N(C)C)c1
 : 5% | 0% | -18% | 2% | -12% | -2% | -10% | -16%
> CCCN1C(=O)c2[nH]nc(-c3ccccc3)c2C1c1cccc(O)c1 (stereo not drawn)
 : x | x | -6%[76.3 µM] | 0% | 0% | x | x | -9%
> Cc1ccc(-n2nc(C(=O)Nc3cccc(C#N)c3)c3c4ccccc4n(C)c3c2=O)cc1
 : x | x | -4%[76.3 µM] | u | -2% | x | x | -6%
> CC(C)(C)c1nc(CN2CCOCC2)ccc1O
 : -4% | -2% | 4% | 3% | -14% | 0% | -4%[10 µM] | -17%
> CC(NC(=O)NCC1CCCO1)(C(F)(F)F)C(F)(F)F (stereo not drawn)
 : -1% | 0% | -2% | 1% | -4% | 0% | 13%[10 µM] | 4%
> c1cncc(-c2nc3cc(Cc4ccc5oc(-c6cccnc6)nc5c4)ccc3o2)c1
 : -1% | 13% | 9% | 1% | -12% | 3% | -21%[10 µM] | -3%
> Cc1cccc2sc(NNC(=O)c3ccc(S(=O)(=O)N4CCc5ccccc5C4)cc3)nc12
 : 3% | 1% | 2% | 4% | -5% | -5% | x | -11%
> COc1ccc(CN(C(=S)Nc2ccccc2)C2CC(=O)N(c3ccc(F)cc3)C2=O)cc1 (stereo not drawn)
 : -9% | 3% | -25% | -11% | -17% | 4% | -35% | -21%
> Cc1cc(C)nc(NS(=O)(=O)c2ccc(NC(=O)C3CC(=O)N(c4ccccc4)C3)cc2)n1 (stereo not drawn)
 : -6% | -3% | 3% | 2% | 7% | -1% | -5%[10 µM] | -2%
> O=C1c2oc3ccc(F)cc3c(=O)c2C(c2ccncc2)N1CCN1CCOCC1 (stereo not drawn)
 : -4% | -19% | 6% | -11% | -1% | -10% | 14%[10 µM] | -2%
> Cc1ccc(CNS(=O)(=O)c2cc3c(cc2C)NC(=O)CO3)cc1
 : x | x | 19%&13%[76.3 µM] | -11% | -7% | x | x | -10%
> Cc1ccc(C(=O)CSc2nnc(-c3ccncc3)n2C)cc1
 : 4% | 0% | 4% | -3% | -4% | 5% | 9%[10 µM] | -2%
> COc1ccc(-c2cc(CNS(=O)(=O)c3ccc(F)cc3)on2)cc1
 : -4% | 3% | 2% | -4% | u | x | 5% | -19%
> COc1ccc(/C=N/NC(=O)c2cccc([N+](=O)[O-])c2)cc1O
 : 6% | 0% | 4% | 0% | u | 5% | -41%[inhibitor] | -9%
> Cc1cc(NC(=O)CCCC(=O)NCc2cccs2)no1
 : -10% | 4% | 0% | 4% | -2% | 10% | 12% | -1%
> Cn1c(N)c(C(=O)COC(=O)CSc2ccccc2)c(=O)n(C)c1=O
 : -3% | 11% | -2% | -3% | -7% | 4% | -13%[1.9 µM] | -8%
> COc1c2c(nc3occc13)C(CC=C(C)C)(OC)C(=O)C=C2 (stereo not drawn)
 : 11% | -3%&-3% | 7% | -5%&4% | 2%&-2% | 7%&-1% | -7% | -3%&-1%
> Cc1onc(C(=O)N2CCN(Cc3ccccc3)CC2)c1[N+](=O)[O-]
 : -2% | 3% | -12% | -3% | -11% | 2% | x | -8%
> COc1ccc(CN2C(=O)N(c3ccc(F)cc3)C(=O)C2CC(=O)Nc2ccccc2)cc1 (stereo not drawn)
 : x | x | -11%[76.3 µM] | -13% | 3% | x | x | -18%
> Cc1ccccc1Nc1cc(C(=O)NC2CCCC2)c2ccccc2n1
 : x | x | 0%[76.3 µM] | -10% | 11% | x | x | -6%
> CCCCN1C(=O)C(NC(=O)C2CC2)(C(F)(F)F)C2=C1CC(C)(C)CC2=O (stereo not drawn)
 : -6% | 7% | 18% | -1% | -7% | 0% | -2% | -4%
> Cc1cc2n(n1)CCCN2C(=O)Nc1ccc(C)c(Cl)c1
 : x | x | 14%[76.3 µM] | -2% | 6% | x | x | 0%
> COc1ccc(CNC(=O)CCSCc2cccc(Cl)c2)c(OC)c1
 : -4% | 4% | -3% | 4% | 8% | -8% | 0%[10 µM] | 4%
> O=c1n(Cc2ccc(F)cc2)nc2n1-c1ccccc1SC2
 : x | -1% | -2% | -10% | -6% | -5% | 4%[10 µM] | -19%
> CN(C(=O)Cn1cccc1C1=NC(c2ccccc2)CO1)c1ccccc1 (stereo not drawn)
 : -2% | 3% | 5% | -1% | -6% | -1% | -1% | 1%
> CCN(CC)CCn1c(NCc2cc(OC)ccc2OC)nc2ccccc21
 : -9% | -6% | 1% | 5% | -2% | -3% | 1%[10 µM] | -5%
> COc1cc(C2NC(=O)NC(C)=C2C(=O)OC(C)(C)C)ccc1OCC(=O)O (stereo not drawn)
 : 5% | -8% | -9% | 1% | -13% | 7% | 10%[0.074 µM] | 3%
> Cc1cc(=O)oc2cc(OCC(=O)OCC(=O)Nc3ccc(C(C)C)cc3)ccc12
 : -3% | 7% | -2% | -13% | -1% | 0% | -6%[10 µM] | -16%
> CNCc1ccccc1Sc1cccc2ccccc12
 : -6% | -25% | 12% | -1% | -15% | 3% | 15%[10 µM] | -6%
> CCOC(=O)N1CCN(C(=O)CN(c2cccc(C(F)(F)F)c2)S(C)(=O)=O)CC1
 : -2% | -3% | -1% | 3% | -1% | 1% | 8% | 1%
> O=C(Cn1nnc(-c2ccccc2)n1)OCc1ccccc1
 : 3% | 0% | -7% | -13% | -10% | -8% | 18% | -10%
> Cc1ccc(C)c(S(=O)(=O)N2CCN(CC(=O)NC(=O)NCc3ccccc3)CC2)c1
 : -12% | 1% | -2% | -3% | -4% | -1% | -29% | -10%
> O=C(CCCc1cccs1)Nc1nc2c(s1)CCCC2
 : 0% | 11% | -2% | 7% | u | -4% | x | -14%
> O=C(Cn1ncc2c1-c1ccccc1OC2)N1CCN(c2ccccc2)CC1
 : x | x | 14%[76.3 µM] | 9% | 0% | x | x | -8%
> CCCCn1c(SCC(N)=O)nc2ccc(N3CCOCC3)cc2c1=O
 : 8% | 3% | -7% | 1% | -7% | -8% | -17% | -13%
> COc1ccc(/C=N/n2cnnc2SCc2ccc(OC)cc2)cc1
 : -9% | 4% | -1% | 5% | -5% | 1% | -3% | -10%
> Cc1ccc(CCNC(=O)c2cc(-c3ccncc3)nc3ccccc23)cc1
 : x | 0% | 4% | -7% | u | 2% | -8%[10 µM] | -24%
> COc1ccc(F)cc1S(=O)(=O)N1CC(C)CC(C)C1 (stereo not drawn)
 : -14% | 2% | 3% | -1% | -11% | -7% | -10% | -12%
> COc1cccc(-c2csc(N3CCN(C(=S)Nc4cccc(Cl)c4)CC3)n2)c1
 : -9% | 4% | -5% | -2% | u | -7% | -68%[inhibitor] | u
> CCC(CC)C(=O)Nc1cc([N+](=O)[O-])ccc1Cl
 : 1% | -24% | 14% | 6% | 5% | -15% | -11%[10 µM] | -3%
> CCCCC(=O)NNC(=S)NC(=O)c1ccc([N+](=O)[O-])cc1
 : -3% | 0% | -29% | 6% | u | -6% | -26% | 2%

# Some of these compounds in order of the Tau fibril FP value, ascending.
mol | Tau fibril FP
Cc1ccc(CCNC(=O)c2cc(-c3ccncc3)nc3ccccc23)cc1 | -7%
COc1ccc(F)cc1S(=O)(=O)N1CC(C)CC(C)C1 (stereo not drawn) | -1%
Cc1ccc(C2CC(c3ccccc3)=NN2C(=O)CSc2nnc(-c3ccncc3)n2C)o1 (stereo not drawn) | 11%
